# KB-3-1 cytotox = kills parental KB-3-1 adenocarcinoma cells | KB-3-1 viability, CellTiter-Glo ATP luminescence, 72 h | Potency, µM (highest dose often 46.1 µM), for inactives: top-dose activity change, negative = cytotoxic, actives largely listed as cytotoxic | 1.4% of 400,000 active; also: % is scaled to controls: 0 for no effect and ±100 for the full control effect; nearly all actives have a fitted effect of over 60% in size
#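 Cytotoxicity in the drug-sensitive parental line KB-3-1 was scored as loss of CellTiter-Glo luminescence following 72 h incubation with compound. Values come from curve fitting of normalized concentration-response data.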
# TDP43 rescue = rescues yeast growth from TDP-43 toxicity; 1.8% of 410,000 active; AID 652104; TDP-43 expressing yeast growth rescue, BacTiter-Glo, 24 h; Potency, µM (highest dose often 46.1 µM), for the others: at the highest dose growth rescue (activation), actives largely listed as activators; also: % of control where 0% means no effect; nearly all actives have a fitted effect of over 50% in size
#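 Luminescence from BacTiter-Glo reports growth of TDP-43-expressing yeast after 24 hr at 30 deg C with compound. Cells were raffinose-pregrown to mid-log, then seeded in galactose medium at OD600=0.02.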
# KB-V1 MDR tox = KB-V1 MDR subline cytotoxicity | KB-V1 MDR cells viability, CellTiter-Glo, 72 h | Potency, µM (titrated, usually from 46.1 µM), for inactives: at the highest dose activity change, negative = cytotoxicity, most hits filed as cytotoxic | 3.4% of 400,000 active; also: % is scaled to controls: 0 for no effect and ±100 for the full control effect; nearly all actives have a fitted effect of over 60% in size
#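 qHTS viability screen in drug-selected KB-V1 MDR cells: 72 h compound treatment at 37 degrees C, ATP luminescence end point.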
# HT1080NT lethal = kills 2HG-producing HT-1080-NT fibrosarcoma cells. HT-1080-NT fibrosarcoma viability, CellTiter-Glo ATP luminescence, 48 h. Potency, µM (highest dose often 46.1 µM), for inactives: top-dose activity, negative = less viability, hits mostly cytotoxic. 1.6% of 360,000 active;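 also: NT is the 2HG producing partner of a matched IDH1 knockdown line; 0% = DMSO-treated cells and -100% = media-only wells without cells; nearly all actives have a fitted effect of over 55% in size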
#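 Luminescent CellTiter-Glo readout after 48 hours of compound exposure at 37 degrees C defined viability of HT-1080-NT cells. Activity was normalized to DMSO wells and cell-free media wells; concentration-response curves were fitted and assigned curve classes.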
# GLP1R cytotox = cytotoxic in the GLP-1 receptor inverse agonist counter-screen; HEK293 cAMP-luciferase reporter cells, luminescence, 24 h; Potency, µM (highest dose often 38.3 µM), for the others: at the top dose activity change, negative = inhibition, hits mostly inhibitors; 0.13% of 410,000 active;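 also: loss of luciferase light is scored as toxicity; % is scaled to controls: 0 for no effect and ±100 for the full control effect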
#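 A 23 nL compound transfer followed 12 hours of cell culture at 37 deg C; exposure then lasted 24 hr. Luciferase assay detection reagent was dispensed and plates read for luminescence after a 12 min room-temperature wait.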
# GLP1R ag = agonists of human GLP-1 receptor. P43220. HEK293 GLP-1R CRE-luciferase, luminescence, 4-6 h; cells express a hypersensitive GLP-1R form. Potency, µM (doses to about 45.6 µM), for inactives: top-dose activation, hits mostly activators. 0.007% of 380,000 active. AID 624172; also: % of control where 0% means no effect
# Target sequence (P43220 whole entry, looked up): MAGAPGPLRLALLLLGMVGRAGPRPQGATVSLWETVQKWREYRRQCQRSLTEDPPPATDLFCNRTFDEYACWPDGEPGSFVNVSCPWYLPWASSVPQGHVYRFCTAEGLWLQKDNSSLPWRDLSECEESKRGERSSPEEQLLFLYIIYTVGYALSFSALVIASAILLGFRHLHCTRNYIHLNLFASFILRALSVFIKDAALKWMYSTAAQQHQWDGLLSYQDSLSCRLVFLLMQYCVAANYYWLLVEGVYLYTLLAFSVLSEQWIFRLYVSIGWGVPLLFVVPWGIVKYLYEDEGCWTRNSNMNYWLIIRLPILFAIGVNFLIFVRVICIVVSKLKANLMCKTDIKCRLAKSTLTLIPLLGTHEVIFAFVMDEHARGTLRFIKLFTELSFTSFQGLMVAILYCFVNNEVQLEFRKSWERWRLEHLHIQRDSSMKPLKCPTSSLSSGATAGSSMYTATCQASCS
# SW480 rerep = induces DNA re-replication in SW480 colon adenocarcinoma cells | SW480 DNA re-replication, Hoechst DNA content imaging, 48 h | Potency, µM (top dose mostly 46.1 µM), inactives show top-dose re-replication activation, actives largely listed as activators | 1.8% of 340,000 active | AID 624297; also: % of control where 0% means no effect; nearly all actives have a fitted effect of over 55% in size
#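 250 cells/well; 23 nL cpd via pin tool; 48 hr, 37 C, 5% CO2; Hoechst 40 min; imager read of total nuclear intensity, ex 405/em 500-530 nm.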
# HT1080 IDH1KD tx = toxicity to HT-1080 IDH1 knockdown cells (counter line); HT-1080 IDH1 knockdown viability, ATP luminescence, 48 h; 2% of 360,000 active; Potency, µM (titrated, usually from 46.1 µM), for the others: top-dose activity, negative = toxicity, actives largely listed as cytotoxic;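 also: 0% = DMSO wells and -100% = cell-free medium wells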
#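 % activity derives from luminescence (CellTiter-Glo), normalised to DMSO and no-cell wells. HT-1080-IDH1KD cells, 750/well, had 48 h compound exposure at 37 °C.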
# GLP-1R inv ag = GLP-1 receptor (human) inverse agonism | 1.6% of 410,000 active | HEK293 GLP-1R CRE-luciferase, luminescence, 24 h; GLP-1R form is constitutively active | Potency, µM (highest dose often 38.3 µM), without a hit: at the highest dose activity change, negative = inhibition, most hits filed as inhibitors | P43220; also: % is scaled to controls: 0 for no effect and ±100 for the full control effect; nearly all actives have a fitted effect of over 55% in size
#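 Cells are plated, allowed 12 hours at 37 deg C, then treated with compounds for 24 hr before luciferase detection reagent is added and luminescence is read after 12 min at room temperature. The HEK293 line carries constitutively active GLP-1R with a cAMP-responsive reporter.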
# * hit, by the source's call; ? = inconclusive; . = not tested or not shown; & = joins results of further samples; [ ] = another dose, or the depositor's remark. Calls follow the shape of the dose curve; as a rule, active = well fitted curve in the direction sought with a large enough effect; inconclusive = small, poorly fitted or top-dose-only effect, or another doubt; inactive = no such curve, though single readings can be large; an effect the other way counts as inactive or inconclusive. Potency is read from the fitted curve at half-maximal effect.
molecule	KB-3-1 cytotox	TDP43 rescue	KB-V1 MDR tox	HT1080NT lethal	GLP1R cytotox	GLP1R ag	SW480 rerep	HT1080 IDH1KD tx	GLP-1R inv ag
C=CCn1c(SCc2c(C)noc2C)nc2sc(C)c(C)c2c1=O	-4%	-14%	-4%	16µM*	-8%	14%	?	11µM*	0%
CC(C)c1cccc(-c2csc(C(C)(O)c3ccncc3)n2)c1 (stereo not drawn)	?	10%	?	?	-7%	8%	.	?	?
Cc1ccc2c(CN3CCCCC3)cc(=O)oc2c1	-1%	-7%	6%	-1%	-15%	5%	6%	-2%	-4%
Cc1ccc(CNC(=O)c2ccc(NC3=NC4CS(=O)(=O)CC4S3)cc2)cc1 (stereo not drawn)	-5%	10%	21%	-5%	-2%	1%	-5%	8%	5%
COC(=O)c1ccc(NC(=O)C2CCCN2C(=O)Nc2cccc(C(C)=O)c2)cc1 (stereo not drawn)	21%	6%	-3%	23%	-11%	1%	-11%	8%	12%
COc1ccc(NC(=O)CCN2CCN(Cc3ccccc3)CC2)c(OC)c1	-1%	2%	-6%	0%	5%	-2%	4%	7%	4%
CNCCC(=O)N1c2ccccc2CCc2ccc(NC(=O)OC)cc21	-3%	25%	22%	-12%	-11%	8%	1%	9%	-2%
CCC(C)(C)NC(=O)C(c1ccc(OC)cc1)N(C(=O)CCC(=O)Nc1cc(C)on1)C(C)(C)C (stereo not drawn)	-11%	4%	?	-15%	-26%	3%	-5%	-15%	-22%
Cc1ccccc1NC(=O)Cc1nc(COC(=O)c2cccc(O)c2)cs1	-20%	11%	?	1%	-27%	-5%	18%	0%	-21%
COc1ccc(C2CC(C(F)(F)F)n3nc(C(N)=O)c(Cl)c3N2)cc1OC (stereo not drawn)	1%	9%	?	15%	6%	20%	-7%	1%	73%[activator]
Cc1c(N=C2NC(=O)/C(=C/c3ccc(O)cc3)S2)c(=O)n(-c2ccccc2)n1C	1%	0%	0%	-3%	-18%	4%	-5%	-1%	21%
COc1ccc(NS(=O)(=O)c2cc(NC(=O)Cn3cnc4c3c(=O)n(C)c(=O)n4C)ccc2C)cc1	?	14%	0%	-15%	-16%	15%	?	-22%	-30%
O=C(Cn1[nH]c(=O)c2ccccc2c1=O)Nc1ccc2c(c1)CCC2	8%	13%	0%	-14%	-17%	15%	-4%	-8%	-2%
O=C(c1cnc2cc(-c3ccccc3)nn2c1)c1cc([N+](=O)[O-])ccc1O	?	-64%[inhibitor]	12%	.	-24%	-3%	.	.	-27%
C=Cc1ccc(CN2C(=O)c3ccccc3Sc3ccc(C(=O)OCc4ccco4)cc32)cc1	5%	22%	?	.	3%	1%	.	.	?
CC(C)CC(NC(=O)c1ccccc1)C(=O)OCC(=O)Nc1ccc(S(N)(=O)=O)cc1 (stereo not drawn)	-3%	-9%	-15%	-7%	-6%	-1%	?	-5%	1%
Fc1ccc(Nc2c(-c3c[nH]c4ccccc34)nc3ccccn23)cc1	-2%	12%	9%	.	-5%	.	.	.	?
CN(CC(=O)Nc1ccc(Cl)c(C(F)(F)F)c1)C(=O)/C=C/c1cccs1	-12%	29%	-2%	-5%	-28%	4%	-2%	0%	?
COc1cc(OC)cc(-c2noc(-c3csc([C@H]4C[C@H](O)[C@@H](CO)O4)n3)n2)c1	0%	9%	4%	-1%	4%	1%	.	7%	13%
Cc1nc(-c2cccs2)sc1C(=O)O	-3%	1%	15%	-1%	5%	-3%	0%	2%	14%
CCOC(=O)c1cccc(NC(=O)c2cnc3sc(N4CCOCC4)nn3c2=O)c1	-19%	-2%	-2%	.	-1%	.	.	.	2%
O=C(CCn1nc(-c2ccccc2)c2ccccc2c1=O)Nc1cccnc1	-1%	-7%	-9%	0%	-2%	16%	?	-2%	27%
O=C(Nc1cccc2c1N(C(=O)c1ccco1)CCC2)c1ccco1	-19%	-4%	26%	13%	2%	-11%	-12%	9%	1%
CCN(CC(=O)Nc1c(F)cccc1F)C(=O)c1ccc(=O)[nH]c1	5%	4%	-3%	1%	0%	-5%	6%	15%	13%
Nc1sc2c([n+]1CCCS(=O)(=O)[O-])CCCC2	-7%	7%	-17%	6%	6%	-6%	-5%	-2%	8%
O=C(Nc1ccccc1Cl)c1cc(C2CCCN(C(=O)c3ccc4c(c3)CCO4)C2)on1 (stereo not drawn)	0%	?	15%	?	1%	-6%	.	-2%	?
CCN(CC)C(=O)c1c(NC(=O)c2ccccc2)sc(C)c1C	7%	10%	4%	9%	-10%	-4%	-1%	7%	-27%
O=C(O)CCn1ccc2cc(S(=O)(=O)N3CCCCCC3)ccc21	-9%&9%	2%&11%	-5%&2%	-4%	-11%&-6%	3%	9%	-5%	-3%&-10%
O=C(Cc1n[nH]c(=O)c2ccccc12)Nc1cccc(S(=O)(=O)N2CCCC2)c1	-11%	-20%	18%	7%	1%	7%	-42%[inhibitor]	-3%	-1%
O=C(c1cnn2c(C(F)F)cc(-c3ccccc3)nc12)N1CCCc2ccccc21	2%	-19%	-6%	1%	-20%	-8%	-5%	21%	?
O=C(COC(=O)c1cc[n+]([O-])cc1)Nc1ccc(Cl)cc1C(F)(F)F	14%	11%	?	1%	8%	-2%	5%	11%	8%
CCCCCCNC(=O)CCc1nc2cccnc2n1Cc1ccc(OC)cc1	-6%	25%	-8%	12%	3%	-1%	-23%	0%	?
O=C(N/N=C/c1cccnc1)c1ccc2c(c1)OCO2	-7%	16%	-13%	10%	2%	0%	-33%[inhibitor]	-3%	?
COc1ccc(/C=N/NC(=O)CCCC(=O)NC2CCCCC2)cc1	6%	8%	-7%	0%	8%	22%	10%	-7%	-12%
O=C(Nc1ccc2c(c1)OCO2)c1cc(C2CCCN(C(=O)CCCc3ccccc3)C2)on1 (stereo not drawn)	-3%	?	-8%	16µM*	-16%	15%	.	?	?
COc1ccc(N(C(=O)CNC(=O)c2ccco2)C(C(=O)NCC2CCCO2)c2ccccc2)cc1OC (stereo not drawn)	1%	-25%	-8%	2%	-7%	4%	?	?	22%
CC1Cc2cc(S(=O)(=O)N3CCCCC3C)ccc2N1C(=O)C1CCC1 (stereo not drawn)	-16%	?	?	?	-8%	27%	0%	-1%	?
CCC(=O)Nc1ccc(N2CCCCC2)c(C(=O)Nc2ccc(OC)cc2)c1	5%	?	?	1%	-6%	1%	-5%	-2%	?
Cc1ccc(C(=O)COC(=O)CCC(=O)NC2CCCCC2)cc1[N+](=O)[O-]	1%	-10%	9%	3%	21%	8%	48%	3%	-3%
CC(=O)N/C(=C\c1ccccc1)C(=O)N1CCOCC1	12%	-36%[inhibitor]	0%	0%	1%	1%	1%	0%	-8%

# Record cards, from the list above. Order of screens: KB-3-1 cytotox, TDP43 rescue, KB-V1 MDR tox, HT1080NT lethal, GLP1R cytotox, GLP1R ag, SW480 rerep, HT1080 IDH1KD tx, GLP-1R inv ag
# Profile of O=C(Cc1n[nH]c(=O)c2ccccc12)Nc1cccc(S(=O)(=O)N2CCCC2)c1 = -11%, -20%, 18%, 7%, 1%, 7%, -42%[inhibitor], -3%, -1%
# Profile of COc1ccc(N(C(=O)CNC(=O)c2ccco2)C(C(=O)NCC2CCCO2)c2ccccc2)cc1OC (stereo not drawn) = 1%, -25%, -8%, 2%, -7%, 4%, ?, ?, 22%
# Profile of CCN(CC(=O)Nc1c(F)cccc1F)C(=O)c1ccc(=O)[nH]c1 = 5%, 4%, -3%, 1%, 0%, -5%, 6%, 15%, 13%

# Later entries.
molecule	KB-3-1 cytotox	TDP43 rescue	KB-V1 MDR tox	HT1080NT lethal	GLP1R cytotox	GLP1R ag	SW480 rerep	HT1080 IDH1KD tx	GLP-1R inv ag
Cc1nn(C)c(=O)n1-c1ccc(OCc2ccccc2)cc1	-1%	-21%	?	?	3%	-4%	-15%	-30%	3%
CC1Cc2cc(S(=O)(=O)N(C)c3ccc(Br)cc3)ccc2N1C(=O)C1CC1 (stereo not drawn)	-16%	-5%	-5%	.	-4%	.	.	.	?
O=C(CC1C(=O)NCCN1Cc1cccc(C(F)(F)F)c1)NC1CCCCCC1 (stereo not drawn)	.	-18%	.	1%	1%	-5%	-1%	1%	-27%
CCc1nnc(NC(=O)Cc2sc(C)nc2-c2ccc(C)cc2)s1	14%	-2%	-32%	-1%	1%	5%	0%	2%	23%
CC(C)C(NC(=O)OC(C)(C)C)C(=O)NC(CCC(=O)OCc1ccccc1)C(N)=O (stereo not drawn)	4%	4%	3%	21%	-14%	-1%	-5%	12%	14%
Cc1cc(=O)nc2c3ccccc3n(C(C)C(=O)Nc3cc(F)ccc3F)n12 (stereo not drawn)	12%	9%	?	24%	-5%	1%	-2%	0%	-24%
CCCNC(=O)c1ccccc1NC(=O)c1ccc(CSc2ccccc2)cc1	-17%	13%	0%	-25%	11%	15%	16%	-17%	?
CCOc1ccc(NC(=O)C2CCN(C(=O)N3CCOc4ccccc43)CC2)cc1	-5%	0%	0%	6%	2%	7%	-5%	-1%	-26%
O=C(COc1cccc(F)c1)NNC(=O)c1cccc(-n2cccc2)c1	-1%	-24%	4%	4%	7%	4%	-220%[inhibitor]	-8%	1%
COC(=O)c1ccc(NC(=O)N2CCOCC2)cc1	9%	-3%	12%	1%	-14%	-4%	-5%	0%	8%
Cc1ccc(-n2c(SCC(=O)NCc3ccco3)nnc2-c2cccnc2)cc1	-2%	-11%	-10%	18%	-4%	-4%	-7%	19%	4%
CCOc1ccc(NC(=O)CS(=O)(=O)c2cn(CC)c3ccccc23)cc1	-13%	16%	-2%	2%	-17%	-5%	4%	0%	-10%
O=C(COC(=O)CCc1nc2ccccc2c(=O)[nH]1)NCc1ccc(F)cc1	7%	-15%	16%	-1%	1%	1%	1%	0%	9%
CCCN(C)C[C@@H]1Oc2ncc(Br)cc2C(=O)N([C@@H](C)CO)C[C@H]1C	11%	18%	4%	7%	10%	2%	.	15%	4%
Nc1ncnc2c1ncn2[C@@H]1O[C@H](C(=O)NCc2ccc3c(c2)OCO3)[C@@H](O)[C@H]1O	0%	?	14%	2%	1%	-4%	.	13%	28%

# Screens (PubChem)
